M4 ag: agonists of human muscarinic M4 receptor (CHRM4); P08173; CHO-K1 hM4/Gqi5, Fluo-8 calcium fluorescence; vehicle 0%, full acetylcholine response 100%; activation, % at 3 µM; actives 0.14% (n = 360,000); AID 624127;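 active = activation above the run mean over all test wells plus 3 SD, cut at about 32% in these data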;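 note: peak over basal fluorescence ratio per well then scaled between controls; 0% = DMSO wells and 100% = acetylcholine at EC100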
CHO-K1 Ca antag: nonselective inhibitor or artifact in parental CHO-K1 cells; inhibition, % at 3 µM; ATP-induced calcium, Fluo-8 fluorescence; actives 0.6% (n = 360,000);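 active = inhibition above a per-plate cutoff, the plate's mean sample inhibition plus 3 SD, cut at about 24% in these data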;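 note: 0% = DMSO plus EC80 ATP and 100% = DMSO alone without ATP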
M4 antag: CHRM4 antagonism in calcium assay. P08173. CHO-hM4 cells, ACh EC80, Fluo-8 calcium fluorescence. inhibition, % at 3 µM. actives 0.73% (n = 360,000);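 active = inhibition above its plate's cutoff, the mean inhibition of sample wells plus 3 SD, cut at about 27% in these data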;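 note: 0% = acetylcholine EC80 with DMSO and 100% = DMSO without agonist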
OXTR potentiate: human OXTR potentiation; P30559; CHO-OTR cells, Fluo-8 calcium fluorescence, potentiator mode; 0% = oxytocin EC15, 100% = EC100; activation, % at 3 µM; actives 0.061% (n = 320,000);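 active = activation above that plate's cutoff, the mean activation of tested compounds plus 3 SD, cut at about 6.6% in these data, passing the limit was not always enough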;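 note: 100% uses oxytocin at 75 nM as the full agonist control; some results filed as inactive read as strong as hits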
Target sequence (P30559 whole entry, looked up): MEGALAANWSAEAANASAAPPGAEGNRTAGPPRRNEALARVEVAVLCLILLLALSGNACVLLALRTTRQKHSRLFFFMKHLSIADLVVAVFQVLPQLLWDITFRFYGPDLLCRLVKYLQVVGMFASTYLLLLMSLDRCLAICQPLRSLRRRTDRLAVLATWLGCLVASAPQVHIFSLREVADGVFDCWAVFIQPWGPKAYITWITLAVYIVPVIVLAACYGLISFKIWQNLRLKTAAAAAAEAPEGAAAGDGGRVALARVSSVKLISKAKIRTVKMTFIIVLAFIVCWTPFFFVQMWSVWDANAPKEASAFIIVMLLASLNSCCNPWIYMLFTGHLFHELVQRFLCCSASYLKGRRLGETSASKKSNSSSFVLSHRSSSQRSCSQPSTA
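System: human OTR in CHO cells / Also added: sub-maximal oxytocin, roughly EC15 / Control set: EC15 oxytocin low, 75 nM oxytocin high / Schedule: 6 min compound pre-incubation at room temperature, 100 s kinetic read / Compound: single-point 3.0 µM / Replication: singlicate / Technique: Fluo-8 calcium dye fluorescence / Read-out basis: % activation of max/min ratio relative to oxytocin controls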
M1 PAM: potentiates human M1 receptor response to acetylcholine; actives 0.088% (n = 360,000); activation, % at 3 µM; P11229; AID 588819; CHO-K1 hM1, Fluo-8 calcium fluorescence, ACh EC20; 0% = ACh EC20, 100% = maximal ACh; in the data active = activation above about 19%, passing the limit was not always enough
Target sequence (P11229 whole entry, looked up): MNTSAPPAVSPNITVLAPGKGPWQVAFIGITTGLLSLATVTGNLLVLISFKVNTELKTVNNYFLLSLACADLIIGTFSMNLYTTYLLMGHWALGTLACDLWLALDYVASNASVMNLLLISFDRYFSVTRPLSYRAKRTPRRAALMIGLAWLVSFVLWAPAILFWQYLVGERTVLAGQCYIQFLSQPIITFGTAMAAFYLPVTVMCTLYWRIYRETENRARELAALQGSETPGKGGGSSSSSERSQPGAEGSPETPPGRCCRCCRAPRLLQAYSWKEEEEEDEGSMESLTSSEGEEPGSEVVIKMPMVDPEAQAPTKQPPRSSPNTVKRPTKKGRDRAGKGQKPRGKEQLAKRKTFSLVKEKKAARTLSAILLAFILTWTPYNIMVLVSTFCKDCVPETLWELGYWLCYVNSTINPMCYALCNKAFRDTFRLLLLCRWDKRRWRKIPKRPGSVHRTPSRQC
M1 ag parental: counter-screen for M1 agonists: effect in parental CHO-K1 cells; Fluo-8 calcium fluorescence; scaled to maximal ATP response, vehicle zero; activation, % at 3 µM; actives 0.48% (n = 360,000); in the data active = activation above about 15%;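 note: untransfected CHO-K1 host cells lacking M1 receptor as counterscreen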
CHRM1 agonist: human M1 muscarinic receptor agonism | actives 0.33% (n = 360,000) | CHO-K1 hM1, Fluo-8 calcium fluorescence, agonist mode; 0% DMSO, 100% acetylcholine EC100 | AID 588814 | activation, % at 3 µM | P11229;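 active = activation above the run's mean compound activation plus 3 SD, cut at about 16% in these data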;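 note: peak over basal fluorescence ratio within a 140 s kinetic read after compound addition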
M1 antag: human CHRM1 antagonism; P11229; CHO-K1 hM1, Fluo-8 calcium fluorescence, ACh EC80 antagonist; inhibition, % at 3 µM; actives 1.3% (n = 360,000);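 active = percent inhibition above its own plate's cutoff, namely the mean of that plate's compound wells plus 3 SD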;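 note: peak over basal fluorescence ratio during 140 s after agonist addition; 0% = ACh EC80 plus DMSO and 100% = DMSO alone without agonist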
CHO parental Ca: signal in parental CHO cells, OX1R antagonist counter-screen | inhibition, % at 5.6 µM | parental CHO-K1, ATP-induced calcium, Fluo-8 fluorescence | AID 463079 | actives 0.63% (n = 330,000);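 active = inhibition above that plate's mean sample inhibition plus 3 SD, cut at about 26% in these data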;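 note: 0% = ATP-challenged DMSO wells and 100% = DMSO wells without ATP; some compounds past the cut are filed as inactive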
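Material: Parental CHO cells | Reagent: ATP | Compound dosing: Single nominal dose of 5.6 µM per compound | Detection: Intracellular calcium via Fluo-8 no-wash fluorescent dye | Read-out: % inhibition of ATP-induced calcium mobilization | Benchmarks: Low control ATP plus DMSO, high control DMSO only | Replicates: Singlicate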
* = called active by the depositor; · = not tested or not shown.

Value order: M4 ag	CHO-K1 Ca antag	M4 antag	OXTR potentiate	M1 PAM	M1 ag parental	CHRM1 agonist	M1 antag	CHO parental Ca
COc1ccc(S(=O)(=O)N2CCC(C(=O)NCC3CC3)CC2)cc1
→ 1.2	-14.1	-3.8	-2.5	11.6	1.5	-1.2	-15.4	3.0
O=C(CCc1ccccc1)Nc1c(F)cccc1F
→ 0.7	11.4	7.9	-1.6	1.0	0.0	-4.0	6.5	-7.0
N#CCN1C(=O)C(=O)N(Cc2cccc(Cl)c2)C1=O
→ 8.5	-8.1	-11.9	-6.4	5.7	5.9	-2.4	-2.6	-2.7
CCC(C)(C)NC(=O)C(c1ccc(F)cc1)N(Cc1cccs1)C(=O)c1cnccn1 (stereo not given)
→ 1.5	3.6	-6.5	-12.9	8.0	0.2	-3.0	-10.8	-10.1
O=C(NCc1ccc(Cl)cc1)C1CCC(=O)N(C2CC2)C1 (stereo not given)
→ 0.7	7.0	5.0	-5.8	-3.2	0.0	-0.1	3.9	-8.0
Cc1ccc(N2C(=O)c3ccc(C(=O)O)cc3C2=O)cc1C
→ 0.7	5.5	3.1	0.0	8.8	-0.2	-3.9	-7.1	2.1
COc1ccc2cc3cc(C(=O)NCCCN4CCC(C)CC4)oc3nc2c1
→ 1.3	-19.5	-22.3	-1.9	10.8	-0.3	-4.7	-9.2	-3.6
O=C(c1ccc(Br)cc1)N(Cc1ccco1)C1CCS(=O)(=O)C1 (stereo not given)
→ -0.2	-19.0	-2.7	-7.4	-0.4	0.8	-2.2	5.1	-16.6
Cc1ccc(S(=O)(=O)N2CCC(C(=O)N[C@@H](C)C(=O)Nc3ccc(F)cc3)CC2)cc1
→ -0.4	-6.6	-13.1	-4.7	11.3	-0.7	-0.2	-13.7	-19.9
COC(=O)/C=C/c1cnc[nH]1
→ 0.0	-11.0	12.9	4.0	7.4	0.7	1.5	-8.5	0.6

4 compounds from above, ordered by heavy-atom count, high to low:
Value order: M4 ag	CHO-K1 Ca antag	M4 antag	OXTR potentiate	M1 PAM	M1 ag parental	CHRM1 agonist	M1 antag	CHO parental Ca
Cc1ccc(S(=O)(=O)N2CCC(C(=O)N[C@@H](C)C(=O)Nc3ccc(F)cc3)CC2)cc1
→ -0.4	-6.6	-13.1	-4.7	11.3	-0.7	-0.2	-13.7	-19.9
COc1ccc2cc3cc(C(=O)NCCCN4CCC(C)CC4)oc3nc2c1
→ 1.3	-19.5	-22.3	-1.9	10.8	-0.3	-4.7	-9.2	-3.6
COc1ccc(S(=O)(=O)N2CCC(C(=O)NCC3CC3)CC2)cc1
→ 1.2	-14.1	-3.8	-2.5	11.6	1.5	-1.2	-15.4	3.0
O=C(CCc1ccccc1)Nc1c(F)cccc1F
→ 0.7	11.4	7.9	-1.6	1.0	0.0	-4.0	6.5	-7.0

Continuation:
Value order: M4 ag	CHO-K1 Ca antag	M4 antag	OXTR potentiate	M1 PAM	M1 ag parental	CHRM1 agonist	M1 antag	CHO parental Ca
COc1ccc(NC(=O)CCC(=O)Nc2nnc(C(F)(F)F)s2)c(OC)c1
→ 1.6	-14.9	9.1	3.6	3.3	0.1	-1.1	-5.0	-10.0
CC(C)C[C@H]1COCCS(=O)(=O)N1Cc1cccc(F)c1
→ -0.5	-3.0	-4.0	-6.9	3.4	-0.3	-8.4	-5.3	-7.0
CCNc1ccc([N+](=O)[O-])cc1
→ -0.1	9.5	9.9	-1.3	6.8	0.8	-3.8	-11.1	0.3
COc1cc(/C=N/NC(=O)C2=NNC(=O)C2C)ccc1O (stereo not given)
→ 0.5	-7.5	-4.3	-15.0	5.5	1.1	-3.8	-5.8	12.3
CCCn1c(CCC(=O)O)ccc1-c1cccs1
→ 0.8	7.0	4.5	-1.2	5.6	0.4	-3.6	-6.9	-7.6
COC(=O)c1[nH]c2ccc(F)cc2c1NC(=O)C1=COCCO1
→ 1.2	-0.6	-0.4	-14.5	4.1	-0.2	0.2	-5.3	-16.3
CC(C)N1CCc2c(sc(NC(=O)CN3C(=O)c4ccccc4C3=O)c2C(N)=O)C1
→ 1.3	-15.0	-11.0	-11.5	15.8	0.2	-4.3	-15.5	-7.1
Cc1[nH]c2ccccc2c1C(=O)/C=C/c1ccccc1Cl
→ 4.5	-4.8	-8.6	-8.9	7.4	2.9	-7.5	-7.6	-11.5
COc1ccc(NC(=O)C2Cc3c(-c4ccc(Cl)cc4)ccnc3O2)cc1OC (stereo not given)
→ 14.1	-7.5	5.3	·	-4.7	11.6	2.3	8.2	·
COc1ccc(CN2CCN(CCC(C)C)C(CCO)C2)cc1Cn1cncn1 (stereo not given)
→ 0.4	-2.6	13.6	-10.4	6.4	0.9	-12.0	-5.5	-14.5
Cc1ccc(NC(=O)Cn2cnc3ccccc32)cc1C
→ 2.8	-13.7	8.0	-11.5	7.5	2.5	-3.3	-9.5	-4.9
CN(C)S(=O)(=O)c1cccc(NC(=O)c2ccc(-n3cncn3)c([N+](=O)[O-])c2)c1
→ 4.0	-7.0	7.2	-5.1	-2.4	1.7	-6.9	5.6	-19.7
O=C(O)CCc1nn2c3ccccc3n(CC(=O)c3cccs3)c2nc1=O
→ 1.2	-0.8	-4.6	-17.0	14.6	9.3	-8.2	-9.4	0.2
COc1ccccc1-c1sc2cc3c(cc2c1-c1ccc(O)cc1)OCO3
→ 0.0	-24.6	-1.6	-1.4	10.2	0.8	-2.9	-10.1	-9.4
Cc1ccc2c(CC(=O)Nc3ccc(F)c(S(=O)(=O)N4CCOCC4)c3)coc2c1
→ 10.8	-17.9	-4.7	-9.4	-0.8	5.6	-3.4	0.2	-4.4
O=C(C1CC1)N1CCN=C1SCc1ccccc1
→ -0.7	-7.2	-2.8	0.5	14.6	-0.2	-0.5	-16.0	-6.2
CN(C)c1ccc(C(=O)NCc2ccc3c(c2)CCO3)cc1
→ 1.6	1.9	6.5	2.6	2.5	0.3	-1.7	10.8	-0.9
O=C(CC1NC(=S)NC1=O)c1ccc(Cl)cc1 (stereo not given)
→ 1.0	-12.1	-9.3	3.8	20.8	0.3	-0.5	-8.5	5.1
COc1ccc(NC(=O)COC(C)=O)cc1Cl
→ 1.2	-14.3	-2.6	3.9	8.7	0.2	-5.4	-11.0	-11.0
COc1cccc(Cn2c3ccc(NC(=O)CCc4ccc(F)cc4)cc3c(=O)n2C)c1
→ 10.8	19.9	-0.8	·	-4.9	4.8	2.4	2.3	·
Cn1c(OCc2cccnc2)nc2c1c(=O)n(Cc1ccccc1)c(=O)n2C
→ 4.5	-10.0	-7.4	-2.6	1.2	2.6	0.4	-2.5	-26.0
O=c1ccc2nc3ccccc3sc-2c1
→ 0.7	8.1	9.0	·	11.6	0.0	-7.1	-16.1	·
COc1cc(C2C(C(=O)c3ccc(C)o3)=C(O)C(=O)N2Cc2ccccc2)ccc1O (stereo not given)
→ 0.0	5.5	-6.8	-6.7	10.0	0.3	-1.6	-11.1	-15.0
Nc1c(-c2ccccc2)cnn1-c1ccc(C(=O)O)cc1
→ -0.7	4.8	4.1	3.9	1.9	-0.3	-0.7	2.4	1.7
NC(=S)NNC(=O)/C(=C/c1ccc(Br)cc1)NC(=O)c1ccccc1
→ 0.6	-11.0	-9.6	-7.7	1.9	-0.1	-3.6	-1.9	-9.8
COc1ccc(OC)c(C(C(=O)NC2CCCCC2)N(Cc2ccco2)C(=O)c2ccccn2)c1 (stereo not given)
→ 2.8	-13.5	2.2	-9.5	2.1	0.8	-2.8	-1.9	-24.5
COc1cc(/C=N/NC(=O)CNc2n[nH]c(=O)[nH]c2=O)ccc1OCc1ccccc1
→ 0.1	-1.4	1.5	0.1	7.2	0.5	-2.4	-7.7	6.3
N=c1oc2ccccc2cc1C(=O)Nc1ccc(F)cc1
→ 2.0	-6.5	3.6	·	-0.6	0.1	-2.2	-8.6	·
N#C/C(=C/c1ccc(-c2ccccc2[N+](=O)[O-])o1)C(=O)NCCN1CCCCC1
→ 1.5	2.4	0.1	-7.9	-15.7	-0.1	13.0	22.3	-5.1
CNC(=O)c1cc2c(s1)CCCCCC2
→ 1.8	-15.5	-9.3	-4.3	3.4	-0.6	-9.8	-5.4	2.6
Cn1c(=O)c(=O)n(C)c2cc([N+](=O)[O-])c([N+](=O)[O-])cc21
→ -1.2	-13.4	10.6	2.8	5.2	0.1	-3.6	-1.2	-6.1
COc1ccc(C2=NOC3(CC(=O)N(c4ccc(C)cc4)C3=O)C2)c(OC)c1 (stereo not given)
→ 1.9	-4.8	3.7	-3.5	8.2	0.5	-3.4	-7.7	-6.1
S=c1[nH]nc(C2CCCCC2)n1/N=C/c1cccs1
→ -1.1	-1.0	-7.1	3.6	4.3	-0.1	-6.0	-8.9	-2.6
Cc1[nH]n(-c2ccccc2)c(=O)c1/C=N/NC(=O)c1cccc([N+](=O)[O-])c1
→ 0.1	-3.3	1.7	-11.3	4.2	0.2	-2.5	3.4	-16.8
CCN(CC)C(=O)c1cccc(-c2csc(C(C)(O)c3cccc(F)c3)n2)c1 (stereo not given)
→ 20.4	-12.3	0.5	·	-17.6	12.7	4.4	16.7	·
O=c1[nH][nH]c(C(F)(F)F)c1C=NCc1cccc(Cl)c1
→ 1.0	-9.2	2.0	-16.2	3.1	0.8	0.6	-24.3	-10.9
CCn1c(SCc2ccccc2F)nnc1-c1ccncc1
→ 0.0	1.8	4.1	2.7	2.7	1.4	-5.8	-6.1	-10.6
CN(CC(=O)Nc1ccc(F)c(F)c1F)C(=O)C1COc2ccccc2O1 (stereo not given)
→ 2.4	-1.2	-9.7	-2.7	7.9	1.0	-2.2	-6.5	-10.5
O=C(COc1ccccc1C(=O)NCc1ccncc1)Nc1ccc(Br)cc1
→ 9.8	-12.9	3.6	-26.7	2.0	7.6	-2.3	8.6	-29.2
CC(=O)Nc1ccc(OC(=O)c2cccs2)cc1
→ 1.5	5.1	2.7	1.2	10.1	-0.4	5.2	-7.1	-7.8

Random excerpt: 2 records from the list.
Value order: M4 ag	CHO-K1 Ca antag	M4 antag	OXTR potentiate	M1 PAM	M1 ag parental	CHRM1 agonist	M1 antag	CHO parental Ca
O=C(COc1ccccc1C(=O)NCc1ccncc1)Nc1ccc(Br)cc1
→ 9.8	-12.9	3.6	-26.7	2.0	7.6	-2.3	8.6	-29.2
CCN(CC)C(=O)c1cccc(-c2csc(C(C)(O)c3cccc(F)c3)n2)c1 (stereo not given)
→ 20.4	-12.3	0.5	·	-17.6	12.7	4.4	16.7	·

Carrying on:
Value order: M4 ag	CHO-K1 Ca antag	M4 antag	OXTR potentiate	M1 PAM	M1 ag parental	CHRM1 agonist	M1 antag	CHO parental Ca
Nc1cc(C(=O)O)ccc1N1CCCCCC1
→ 0.9	0.4	1.3	-3.3	-1.8	0.0	-2.1	6.4	-2.2
CC1CC(C)(C)CC2(C1)NC(=S)N(c1ccccc1)N2 (stereo not given)
→ -0.6	-4.5	6.4	-7.0	-4.2	0.4	-4.9	-5.2	9.6
COc1ccc(C(=O)c2cnc3cc4c(cc3c2C)OCO4)cc1
→ 2.2	1.5	7.5	-11.2	-0.3	1.7	-4.3	3.4	-10.7
COc1ccc(NC(=O)CSc2nnnn2C2CCCC2)cc1
→ 1.5	-21.6	-17.1	-3.6	7.5	1.5	-5.4	-9.6	-14.5
Cc1cccc(NC(=O)c2cc(S(=O)(=O)N3CCCCC3)c[nH]2)c1
→ 3.8	-9.2	-11.5	·	5.8	1.4	1.6	-8.7	·
